yeast cln2 rad14: NCI yeast anticancer drug screen, S. cerevisiae cln2 rad14 strain; % growth inhibition at 50 µM; 78,000 compounds, 8.3% hits;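 note: 0% = growth of vehicle-only cultures of the same strain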
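cln2 rad14 yeast strain; compound exposure; growth inhibition read vs vehicle controls.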
mec2-1: NCI yeast anticancer drug screen, S. cerevisiae mec2-1 strain. % growth inhibition at 50 µM. 79,000 compounds, 9% hits;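 note: 0% = growth of vehicle-only cultures of the same strain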
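Vehicle-treated cultures served as reference for growth inhibition of compound-exposed mec2-1 yeast.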
bub3: NCI yeast anticancer drug screen, S. cerevisiae bub3 mutant strain | 78,000 compounds, 9.9% hits | % growth inhibition at 50 µM;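 note: 0% = growth of vehicle-only cultures of the same strain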
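Steps: expose the mutant yeast strain to compound; grow alongside vehicle-treated cultures; measure growth; express inhibition against the vehicle cultures.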
yeast rad50: NCI yeast anticancer drug screen, S. cerevisiae rad50 strain. growth inhibition, % at 50 µM. 79,000 compounds, 10% hits. AID 155;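 note: 0% = growth of vehicle-only cultures of the same strain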
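Yeast carrying a defined DNA repair defect were exposed to test compounds, and growth was compared with vehicle-treated controls to give percent inhibition.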
yeast sgs1 mgt1: NCI yeast anticancer drug screen, S. cerevisiae sgs1 mgt1 strain; growth inhibition, % at 50 µM; 78,000 compounds, 10% hits;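 note: 0% = growth of vehicle-only cultures of the same strain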
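Genetically altered yeast, compound exposure, growth inhibition relative to vehicle.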
yeast mlh1 rad18: NCI yeast anticancer drug screen, S. cerevisiae mlh1 rad18 strain; growth inhibition, % at 50 µM; 79,000 compounds, 11% hits;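 note: 0% = growth of vehicle-only cultures of the same strain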
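In this whole-cell yeast screen, a strain with altered DNA damage repair is challenged with compound, and its growth is measured against matched vehicle-treated controls.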
Numbers without * were called inactive; · = no result given; & = joins results of further samples; ! = a repeat was not active. Cut-off read from the data, not from the text of the source: active = growth inhibition above about 70%; inactive = the rest.

SMILES	yeast cln2 rad14	mec2-1	bub3	yeast rad50	yeast sgs1 mgt1	yeast mlh1 rad18
CC(C)C1=CC23CCC4C(C)(C(=O)O)CCCC4(C)C2CC1C1C(=O)N(c2ccc(Cc4ccc(N5C(=O)C6C7CC8C9(C)CCCC(C)(C(=O)O)C9CCC8(C=C7C(C)C)C6C5=O)cc4)cc2)C(=O)C13 (centres undefined)	5.7	-10.4	-2.5	-17.4	-18.9	-23.5
Cc1ccc2c(c1)C(c1ccccc1)(c1ccccc1)OC2	-10.8	41.4	10.4	8.7	9.4	13.6
O=C(O)c1cc2cc(OCc3ccccc3)ccc2[nH]1	-11.1	13.2	46.4	12.2	50.2	26.4
C=CCOC(=O)CC(=C)C(=O)OCC=C	-4.7	26.4	-5.7	8.5	-8.9	-3.5
O=C(c1ccccc1)C1OC1c1ccc(Cl)cc1 (centres undefined)	-5.3	-0.1	14.4	19.5	6.6	5.9
O=[N+]([O-])c1ccc(Cl)c(C(F)(F)F)c1	-2.8	5.2	1.2	-0.8	4.0	-15.7
NC(Cc1ccc(CP(=O)(O)O)cc1)C(=O)O (centres undefined)	-20.0	-61.3	-27.5	-44.8	-55.1	-70.3
O=P(CSCCO)(c1ccccc1)c1ccccc1	-6.3	-21.9	-11.9	-23.6	-13.4	-36.7
CCC(C)[P+](c1ccccc1)(c1ccccc1)c1ccccc1 (centres undefined)	36.0&58.1	29.6&66.0	36.0&57.8	33.3&62.9	19.9&53.9	72.4*!
COc1cc(C(=O)C(O)c2cc(OC)c(OC)c(OC)c2)cc(OC)c1OC (centres undefined)	-13.0	11.2	3.0	18.0	11.1	28.3
COC(=O)C(NC(=O)OCc1ccccc1)C(=O)OC	·	-24.6	·	-9.1	·	-17.9
O=S(O)CCCCSSCc1ccccc1CSSCCCCS(=O)O	37.5	35.1	10.3	41.9	52.1	46.9
CCC1(C)OCC(CCCCO)O1 (centres undefined)	-34.9	-14.9	-11.4	-16.2	-9.4	14.3
N#CC(c1cccs1)C1CCCCC1 (centres undefined)	-11.8	-0.5	2.6	9.4	2.0	-1.3
Cc1ccc(O)c(C(C)c2ccccc2)c1 (centres undefined)	98.8*	99.6*	98.8*	99.2*	98.8*	99.1*
CN(C)CCNC(=O)C(C)(C)Oc1ccc(C(=O)c2ccc(Cl)cc2)cc1Cl	-21.6	6.1	-30.8	-1.6	-18.1	40.2
CCOC(=O)C(C)(C(=O)OCC)c1c[n+]([O-])c2ccccc2c1[N+](=O)[O-]	-22.4	-5.2	-4.5	13.8	19.3	12.9
c1ccc(N=C(N2CCCC2)N(CCN2CCCC2)c2ccccc2)cc1	1.4	-58.1	-14.2	-39.4	-36.4	-28.2
O=[N+]([O-])c1ccc2nc3c4ccccc4c4ccccc4c3nc2c1	·	-1.1	·	53.1	·	3.6
O=S1(=O)CCN(c2ccccc2CC(c2c[nH]c3ccccc23)c2c[nH]c3ccccc23)CC1	86.2*	74.8*	90.6*	88.5*	87.7*	91.9*
CCN(CC)C(=O)Cn1ccc(NC(C)=O)nc1=O	6.2	-11.3	-8.1	-1.4	-14.4	-18.6
O=c1c(Cc2ccccc2)c(-c2ccccc2)[nH]n1C1=NCCN1	-21.6	22.2	15.5	26.1	-12.2	-1.4
O=C1c2ccccc2C2(O)Oc3cccc(O)c3C12O (centres undefined)	-14.9	4.5	2.9	6.5	-2.0	49.9
CSC(=O)/C=C1\SS/C(=C\C(=O)SC)S1	-5.0	-10.4	-11.2	-10.0	-13.1	-16.1
COC(=O)/C=C/N(Cc1ccccc1)/N=N/N(/C=C/C(=O)OC)Cc1ccccc1	-8.1	0.8	-3.9	0.3	4.4	18.6
O=C1NCC2CCCC1C2 (centres undefined)	-40.9	-8.2	-13.4	6.5	-9.3	1.7
S=C(NCCCN1Cc2ccccc2C1)Nc1ccccc1	-16.1	-4.1	4.8	15.4	3.1	-10.6
CSc1nc2c(c(=O)[nH]1)N=C(c1ccc([N+](=O)[O-])cc1)CC(c1ccccc1)N2 (centres undefined)	10.7	6.6	30.8	1.1	22.8	-33.0
CCOCC(=O)NC1Cc2cc(OC)c(OC)cc2C1O (centres undefined)	-17.1	-6.2	2.1	-29.8	0.1	15.6
O=C(O)C12CCCCC1CCCC2 (centres undefined)	26.1	31.2	-0.8	11.4	-6.2	10.7
OC[C@H]1C[C@@H]2Cc3ccccc3N2N1	5.0	-10.3	9.4	27.6	-2.8	-18.6
CN(C)Cc1cc(C(C)(C)C)cc(CNC2CCCCC2)c1O	-6.4	-6.5	-24.4	-2.9	-26.9	19.9
O=C(O)C(O)C(O)C(O)C(O)c1nc2ccccc2s1 (centres undefined)	73.7*	98.7*	99.0*	98.6*	90.5*	99.0*
CCCC(O)C(C)(C(=O)O)c1ccccc1 (centres undefined)	-0.9	-1.4	-1.6	8.5	0.1	-5.8
c1ccc(CSC(SCc2ccccc2)c2ccccc2)cc1	1.6	-22.2	11.8	-16.6	2.5	3.5
O=C(Oc1ccccc1[N+](=O)[O-])Oc1ccccc1[N+](=O)[O-]	-29.4	16.3	16.2	-3.5	19.5	-2.7

A second format for some results above:
SMILES,yeast cln2 rad14,mec2-1,bub3,yeast rad50,yeast sgs1 mgt1,yeast mlh1 rad18
O=S1(=O)CCN(c2ccccc2CC(c2c[nH]c3ccccc23)c2c[nH]c3ccccc23)CC1,86.2*,74.8*,90.6*,88.5*,87.7*,91.9*
CCN(CC)C(=O)Cn1ccc(NC(C)=O)nc1=O,6.2,-11.3,-8.1,-1.4,-14.4,-18.6
O=c1c(Cc2ccccc2)c(-c2ccccc2)[nH]n1C1=NCCN1,-21.6,22.2,15.5,26.1,-12.2,-1.4
O=C1c2ccccc2C2(O)Oc3cccc(O)c3C12O (centres undefined),-14.9,4.5,2.9,6.5,-2.0,49.9
CSC(=O)/C=C1\SS/C(=C\C(=O)SC)S1,-5.0,-10.4,-11.2,-10.0,-13.1,-16.1
COC(=O)/C=C/N(Cc1ccccc1)/N=N/N(/C=C/C(=O)OC)Cc1ccccc1,-8.1,0.8,-3.9,0.3,4.4,18.6
O=C1NCC2CCCC1C2 (centres undefined),-40.9,-8.2,-13.4,6.5,-9.3,1.7
S=C(NCCCN1Cc2ccccc2C1)Nc1ccccc1,-16.1,-4.1,4.8,15.4,3.1,-10.6
CSc1nc2c(c(=O)[nH]1)N=C(c1ccc([N+](=O)[O-])cc1)CC(c1ccccc1)N2 (centres undefined),10.7,6.6,30.8,1.1,22.8,-33.0
CCOCC(=O)NC1Cc2cc(OC)c(OC)cc2C1O (centres undefined),-17.1,-6.2,2.1,-29.8,0.1,15.6
O=C(O)C12CCCCC1CCCC2 (centres undefined),26.1,31.2,-0.8,11.4,-6.2,10.7
OC[C@H]1C[C@@H]2Cc3ccccc3N2N1,5.0,-10.3,9.4,27.6,-2.8,-18.6
CN(C)Cc1cc(C(C)(C)C)cc(CNC2CCCCC2)c1O,-6.4,-6.5,-24.4,-2.9,-26.9,19.9
O=C(O)C(O)C(O)C(O)C(O)c1nc2ccccc2s1 (centres undefined),73.7*,98.7*,99.0*,98.6*,90.5*,99.0*

Going on with the list.
SMILES	yeast cln2 rad14	mec2-1	bub3	yeast rad50	yeast sgs1 mgt1	yeast mlh1 rad18
CCCCCCCCCC(C)Br (centres undefined)	-6.3	4.7	-6.8	-13.7	-3.2	-1.1
O=C1c2c(c3c4ccccc4[nH]c3c3[nH]c4ccccc4c23)C(=O)N1Cc1ccccc1	-6.6	-6.0	-5.5	-9.4	5.0	10.2
CC(C)C1CC(O)C(C)C(C(C)C)C1 (centres undefined)	-28.2	-17.5	-1.6	4.0	-12.9	-20.6
C/C(=N\Nc1ccc([N+](=O)[O-])cc1[N+](=O)[O-])C1(C)CC=CCC1C (centres undefined)	6.0	-3.4	-1.7	-3.9	0.4	-1.4
CCC(CC)COC(=O)CC(C)=O	86.8*	52.9	28.2	18.2	6.9	33.4
CC/C(CC(=O)CCC(=O)Nc1c(C)cccc1C)=N\NC(=O)NN	24.6	-22.0	3.0	-19.4	-4.2	-8.5
O=c1cccccc1[O-].O=c1cccccc1[O-].O=c1cccccc1[O-].[Ce+3]	90.4*	92.0*	91.2*	90.0*	85.0*	88.5*
Oc1[nH]c2ccccc2c1N=NC(=S)Nc1ccccc1Cl	36.2	-2.3	21.8	-8.2	46.5	26.2
Cc1ccc2nccnc2c1	5.1	3.9	10.9	-2.5	-12.2	-1.9
CCOC(=O)c1cccc([N+](=O)[O-])c1	-6.3	-6.5	-16.4	-8.3	-1.9	-21.9
C(=Nc1ccc(N2CCOCC2)cc1)c1ccc2c(c1)OCO2	-49.5	-7.0	-21.7	-15.4	-15.2	-22.0
NC(=O)c1ccccc1NC(=O)Nc1ccc(Cl)cc1	-15.3	20.8	21.5	-3.6	13.8	27.0
O=C(Nc1ccccc1)OC1CCCC1	-3.9	11.8	50.1	85.5*	81.2*	82.8*
CCOC(=O)c1ccc(N=CNc2ccc(C(=O)OCC)cc2)cc1	20.3	-22.4	-13.3	-8.2	-12.6	-3.2
CC1=C(C(=O)Nc2ccccc2)C(c2cccc3ccccc23)C(C(=O)Nc2ccccc2)=C(C)N1	64.3	91.0*	89.0*	71.0*	48.6	58.7
Cc1ccc(S(=O)(=O)OCC2OCOC2C2OCOC2C)cc1 (centres undefined)	-2.1	19.8	3.5	2.6	7.0	8.9
COc1c(Cl)cc(NC(=S)C#N)cc1Cl	39.6	20.0	15.4	20.2	15.2	-30.9
CN1CCC/C1=N\c1scc(-c2ccc(Br)cc2)[n+]1-c1ccccc1	-0.4	9.2	1.0	5.4	-17.9	-40.3
COC(=O)c1ccc(N(C)CCC(=O)CNc2nc(N)[nH]c(=O)c2[N+](=O)[O-])cc1	3.2	12.8	-3.9	17.9	14.4	9.3
S=C(N/N=C/c1ccc(Cl)cc1)Nc1ccccc1	-32.9	11.1	6.6	-9.8	32.4	-15.2
CC(=O)OC(C)c1ccccc1 (centres undefined)	-6.1	3.3	-4.8	19.3	6.5	14.7
OC(c1cccnc1)C(CCc1ccccn1)c1ccccn1 (centres undefined)	-46.0	13.1	4.3	2.6	-4.6	4.0
COc1ccc(C(=O)NNC(=O)c2ccccc2)cc1	10.1	-42.5	-1.1	11.9	-14.8	-14.2
Nc1ccc(S(=O)O)cc1	-20.9	-0.2	-7.2	-7.7	4.3	4.0
OC1CC/C=C\CC/C=C/CCC1O (centres undefined)	24.1	6.5	3.8	-5.8	0.5	0.6
O=Cc1cc(C=O)c2ccc(=O)[nH]c2n1	0.7	0.5	-1.2	4.8	-8.6	-3.5
NC(CSc1nc2ccccn2c1[N+](=O)[O-])C(=O)O (centres undefined)	5.2	-40.8	8.2	-26.1	-30.1	-18.0
COc1ccc(NC(=O)Oc2ccccc2C(N)=O)c(Cl)c1	4.6	10.8	18.4	-2.0	3.6	9.8
O=C(Oc1ccc(Br)cc1)C1=C(C(=O)Oc2ccc(Br)cc2)CCC1	4.7	-19.5	-5.6	30.5	22.1	-12.3
O=C(CN1C(=O)c2ccccc2C1=O)NC(Cc1ccccc1)C(=O)O (centres undefined)	-12.5	-6.9	10.1	7.8	-16.9	-9.7
COC(=O)C(Cc1c[nH]c2ccccc12)NP(=O)(O)OCC1OC(n2cc(I)c(=O)[nH]c2=O)CC1O (centres undefined)	-10.1	-1.9	-2.5	-28.8	-21.4	1.9
CCC1(C(Cl)(Cl)Cl)C=CC(=O)C=C1	12.8	13.3	4.7	13.0	-1.9	-21.1
Cc1cccc(C)c1NC(=O)CN1CC(C)OC(C)C1 (centres undefined)	-16.7	-8.4	12.2	-19.1	-10.9	-1.4
OC(CN1CCCC2CCCCC21)c1cc2ccccc2c2ccccc12 (centres undefined)	98.2*	98.4*	99.0*	98.5*	98.0*	99.0*
N#Cc1nc(/C=C/c2ccccc2)oc1N	8.7	6.7	16.9	-7.1	-2.2	-42.0
CC1CC(C)(C)CC(OCCN2CCCCC2)(c2ccccc2)C1 (centres undefined)	52.2	36.3	78.8*	87.8*	83.5*	84.8*
Cc1cc(Cl)cc2scc(O)c12	-51.1	-25.5	-28.2	12.4	-14.8	-7.6
CCCCCCCCCCCC[n+]1ccc(C#N)cc1	84.4*	95.9*	47.8	99.2*	-5.4	99.5*
O=C(Nc1ccccc1)Nc1c2c(nc3ccccc13)CCCCC2	26.4	-3.1	40.8	21.4	51.7	50.9
CC(=O)OC1CC2CC(C1)C(C#N)C(=O)NC(=O)C2C#N (centres undefined)	-6.5	-4.3	27.4	15.3	19.2	11.2
Oc1c(Cl)cccc1CN1CCOCC1	25.1	6.2	-9.3	26.1	30.5	33.0
CC(=O)OCC1OC(n2c(=O)[nH]c(=O)c3n[nH]nc32)C(OC(C)=O)C(OC(C)=O)C1OC(C)=O (centres undefined)	24.9	7.2	-1.1	-4.2	3.4	-4.3
CSc1nc(C)c(CCCl)c(Cl)n1	-0.4	-9.6	-8.9	-5.0	5.7	6.2
c1ccc2c(c1)NC1C3(CCC4CCCCC241)SCCS3 (centres undefined)	8.8	2.3	-2.1	9.4	6.8	-1.1
